# tuberculosis growth: growth inhibition of non-replicating M. tuberculosis (AID 488890). Mycobacterium tuberculosis non-replicating, growth inhibition; higher % means a stronger effect. inhibition, % at 25 µM; hits with a dose series show IC50 in µM. hit rate 0.39% among 320,000; in the data active = a potency from the dose series; inconclusive = inhibition mostly from about 82% at the one dose, without a potency; inactive = the rest, 99 in 100 with inhibition below about 76%;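 note: plate controls were DMSO cells for no effect and high antibiotic wells for full effect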
# influenza NS1A: H1N1 influenza NS1A inhibitors, functional cell based assay (AID 504329); NS1A functional cell-based assay, percent inhibition; higher % means a stronger effect; inhibition, % at 12.5 µM; hits with a dose series show IC50 in µM; hit rate 0.3% among 340,000; in the data active = a potency from the dose series; inconclusive = inhibition above about 27% without an active follow-up result; note: strong numbers were not always called active
# VEEV TC-83 Vero: inhibitors of VEEV TC-83 cytopathic effect, confirmation, Vero cells (AID 588727); Vero cells, VEEV TC-83 cytopathic effect inhibition; higher % means a stronger effect; inhibition, % at 20 µM; hits with a dose series show IC50 in µM; hit rate 0.13% among 350,000; in the data active = a potency from the dose series; inconclusive = inhibition mostly from about 14% at the one dose, without a potency; inactive = the rest, 99 in 100 with inhibition below about 12%; note: strong numbers were not always called active
# M. tuberculosis HTS: M. tuberculosis growth inhibition, HTS (AID 449762); hit rate 0.59% among 330,000; one-dose inhibition, % at 25 µM; IC50 in µM for titrated hits; M. tuberculosis H37Rv growth inhibition, 7H9 media; higher % means a stronger effect; in the data active = a potency from the dose series; inconclusive = inhibition above about 70% without an active follow-up result;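 note: bacterial growth assessed after seven days of incubation; strong numbers were not always called active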
# Salmonella PhoP GFP: PhoP regulon inhibitors, Salmonella typhi PhoP promoter GFP reporter, confirmatory (AID 1850); inhibition, % at 50 µM, or IC50 in µM where a hit was titrated; Salmonella Typhi PhoP-promoter GFP reporter, fluorescence, 4 h; higher % means a stronger effect; hit rate 0.33% among 310,000; in the data active = a potency from the dose series; inconclusive = inhibition mostly from about 25% at the one dose, without a potency; inactive = the rest, 99 in 100 with inhibition below about 19%;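 note: 0% = induced wells with vehicle and 100% = uninduced wells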
# VEEV TC-83 Vero 10K pilot screen: also measured in VEEV TC-83 Vero; calls as there; inhibition, %; measured here: 10K pilot screen inhibition
# * = called active by the depositor; i = inactive; u = inconclusive; x = not tested or not shown. Not a hit list. About 1.5% of those tested had a hit in this group.
SMILES,tuberculosis growth,influenza NS1A,VEEV TC-83 Vero,M. tuberculosis HTS,Salmonella PhoP GFP,others
NC(=O)CSc1oc(-c2cccs2)nc1S(=O)(=O)c1ccccc1,7%,0%,1.0%,-4%,-3%,
CCc1cc(C(=O)NCC(c2ccc(OC)cc2)N2CCOCC2)sc1C (stereo not given),x,2%,2.3%,x,x,
O=C(CCCn1c(SCC(=O)NCC2CCCO2)nc2ccccc2c1=O)NCc1ccccc1 (stereo not given),2%,-2%,2.6%,-4%,5%,
O=C(CCc1nnc(CCCc2ccccc2)o1)NCCc1ccco1,54%,-10%,0.6%,-11%,-1%,
CSCCCc1cn([C@@H](CO)C(=O)NCCCCCCCCCCC(=O)N2CCNCC2)nn1,-1%,-2%,0.4%,1%,1%,
Cc1ccc(S(=O)(=O)N2CCC(n3nnc4cc(C)ccc43)CC2)cc1,1%,-5%,i,2%,-8%,
CCOC(=O)C(CO)(NC(C)=O)C(=O)OCC,-5%,10%,i,-12%,-2%,
COCCCNC(=O)c1ccc(-c2csc(C)n2)cc1,12%,-17%,i,3%,15%,
CN(C(=O)COC(=O)c1ccc(Br)c([N+](=O)[O-])c1)c1c(N)n(Cc2ccccc2)c(=O)[nH]c1=O,-1%,0%,1.7%,-5%,8%,
CC(NC(=O)Nc1ccc(Br)cc1)C(C)(C)C (stereo not given),66%,-10%,1.6%,u,1%,
OCCN(CCCn1c(-c2ccncc2)nc2ccccc21)c1nc(CN2CCCCC2)cs1,6%,0%,i,-4%,-7%,
COc1ccc(C2NCc3ccccc3-n3cccc32)cc1 (stereo not given),x,10%,0.1%,-9%,-13%,
COc1ccc(C)cc1S(=O)(=O)N(CC(=O)Nc1cccc([N+](=O)[O-])c1)c1ccc(C)cc1,-4%,-6%,0.9%,0%,-1%,
O=C(/C=C/c1ccc(OC(F)F)cc1)Nc1cccc(S(=O)(=O)N2CCOCC2)c1,22%,-6%,7.4%,7%,-4%,
c1ccc(CSc2nnc(NC3=NCCCCC3)s2)cc1,27%,-3%,0.8%,-5%,7%,
COc1ccc(NC(=S)N(CCCN2CCCCC2)Cc2cccs2)cc1,-3%,-1%,1.6%,10%,-1%,VEEV TC-83 Vero 10K pilot screen=1.5
CCN(CC(=O)Nc1ccccc1OC)C(=O)CSCc1c(C)noc1C,-7%,-4%,2.1%,-11%,-6%,
Cc1ccc(Sc2cc(C)nc(-c3ccccn3)n2)cc1,u,-22%,2.0%,u,1%,
O=C(CSc1nnc(-c2ccncc2)n1-c1ccc(Cl)cc1)Nc1ccc(C(=O)O)cc1,0%,-6%,0.1%,2%,-5%,
Cc1ccc(N(C(=O)c2csnn2)C(C(=O)NC2CCCC2)c2ccccn2)cc1 (stereo not given),-6%,-4%,0.2%,8%,-1%,

# Of the compounds above, 4 have a halogen:
SMILES,tuberculosis growth,influenza NS1A,VEEV TC-83 Vero,M. tuberculosis HTS,Salmonella PhoP GFP,others
CN(C(=O)COC(=O)c1ccc(Br)c([N+](=O)[O-])c1)c1c(N)n(Cc2ccccc2)c(=O)[nH]c1=O,-1%,0%,1.7%,-5%,8%,
CC(NC(=O)Nc1ccc(Br)cc1)C(C)(C)C (stereo not given),66%,-10%,1.6%,u,1%,
O=C(/C=C/c1ccc(OC(F)F)cc1)Nc1cccc(S(=O)(=O)N2CCOCC2)c1,22%,-6%,7.4%,7%,-4%,
O=C(CSc1nnc(-c2ccncc2)n1-c1ccc(Cl)cc1)Nc1ccc(C(=O)O)cc1,0%,-6%,0.1%,2%,-5%,

# Continued:
SMILES,tuberculosis growth,influenza NS1A,VEEV TC-83 Vero,M. tuberculosis HTS,Salmonella PhoP GFP,others
CCn1nc(C(=O)NCCc2ccc3c(c2)OCCO3)c2ccccc2c1=O,22%,-4%,2.6%,0%,x,
COc1ccc(/C=N/NC(=O)COc2cccc3cccnc23)cc1OC,1%,-3%,9.5%,-3%,9%,
COCCn1c(SCC(=O)NNC(=O)c2ccc(OC)c(OC)c2)nc2ccccc2c1=O,-7%,-18%,4.6%,-4%,14%,
C/C(=N\N=C1/NC(=O)C(C)S1)c1ccco1 (stereo not given),6%,-4%,1.0%,-2%,11%,
CCCc1cc(=O)[nH]c(SCC(=O)N2CCc3ccccc3C2)n1,28%,-7%,3.2%,-4%,x,
CC(C)Cc1ccc(C(C)C(N)=NCCc2ccccc2)cc1 (stereo not given),75%,0%,i,23µM*,0%,
CCCCNC(C(=O)Nc1ccc(Cl)c([N+](=O)[O-])c1)c1ccccc1 (stereo not given),2%,9%,i,0%,-1%,
COc1ccc(C2NC(=S)N(c3ccccc3)C(C)=C2C(=O)Nc2ccccc2)cc1 (stereo not given),-2%,7%,5.5%,0%,3%,VEEV TC-83 Vero 10K pilot screen=0.3
Cc1ccnc(NS(=O)(=O)c2ccc(NC(=O)Cc3cccs3)cc2)n1,11%,-4%,i,3%,0%,
Cc1cc(C)c(C#N)c(SCC(=O)Nc2ccccc2C)n1,-5%,4%,1.4%,9%,-11%,
CC(C(=O)OCC(=O)NC1CCCC1)N1C(=O)c2ccccc2C1=O (stereo not given),-7%,-8%,0.5%,-3%,x,
O=C(N/N=C/c1ccc[nH]1)c1cc(-c2ccc(Cl)cc2)nc2ccccc12,3%,7%,6.8%,10%,3%,
CCOc1ccc(NC(=O)CN(C)C(=O)/C=C/c2ccco2)cc1OCC,19%,-14%,1.2%,-3%,x,
Cc1ccc(C(=O)NC(=S)NCc2cccnc2)c(C)c1,4%,-3%,0.1%,-2%,5%,
Oc1ccc(CCC2CCCCN2Cc2nc(C3CC3)no2)cc1 (stereo not given),0%,-3%,0.6%,2%,0%,
O=C(NCc1cccs1)c1csc2c1CCCCC2,78%,-3%,i,38%,1%,
CCOCCCn1c(SCC(=O)Nc2cc(C(C)(C)C)nn2-c2ccccc2)nc2ccccc2c1=O,17%,-11%,1.2%,8%,-5%,
C=Cn1cc[n+](CC(=O)c2ccc(Cl)c(Cl)c2)c1,24%,0%,i,-6%,0%,
CN(C)c1nc(SCCOC(=O)Nc2ccccc2)nc(N(C)C)n1,3%,3%,1.5%,-3%,1%,
CS(=O)(=O)N1CCc2cc(S(=O)(=O)N3CCN(Cc4ccc5c(c4)OCO5)CC3)ccc21,-12%,33%,i,-3%,-16%,

# Retrieved one by one from the list above:
SMILES,tuberculosis growth,influenza NS1A,VEEV TC-83 Vero,M. tuberculosis HTS,Salmonella PhoP GFP,others
C=Cn1cc[n+](CC(=O)c2ccc(Cl)c(Cl)c2)c1,24%,0%,i,-6%,0%,
CCCc1cc(=O)[nH]c(SCC(=O)N2CCc3ccccc3C2)n1,28%,-7%,3.2%,-4%,x,
Cc1ccc(C(=O)NC(=S)NCc2cccnc2)c(C)c1,4%,-3%,0.1%,-2%,5%,
CN(C)c1nc(SCCOC(=O)Nc2ccccc2)nc(N(C)C)n1,3%,3%,1.5%,-3%,1%,

# Next part:
SMILES,tuberculosis growth,influenza NS1A,VEEV TC-83 Vero,M. tuberculosis HTS,Salmonella PhoP GFP,others
CC1CN(C(=S)NC(=O)c2ccccc2)CC(C)O1 (stereo not given),28%,-2%,0.5%,-3%,-7%,
CCN1CCN(c2cc(=O)n(Cc3ccc(F)cc3)c(=O)[nH]2)CC1,3%,7%,0.2%,11%,1%,
O=C(Nc1ncnc2sc3c(c12)CCCC3)c1ccncc1,11%,-4%,0.8%,17%,9%,
O=C1NC(Cc2ccccc2)c2nc3ccc(F)cc3c(=O)n2-c2cc(Cl)ccc21 (stereo not given),16%,x,x,12%,x,
CC(C)(C)C(=O)Cn1c(=N)n(Cc2ccccc2Cl)c2ccccc21,-11%,-4%,2.5%,-2%,13%,
CCOC(=O)c1cc2c(n(-c3ccc(Cl)cc3)c1=O)CCCC2=O,8%,-1%,1.5%,2%,14%,
CC(C)COP(=O)(c1ccc(N(C)C)cc1)C(O)c1cccnc1 (stereo not given),1%,11%,i,-1%,-7%,
CCN(C(=O)CSc1cccc[n+]1[O-])c1ccccc1,-5%,-7%,i,-1%,x,
CCCc1nc2sc3c(=O)n(N)cnc3c2c2c1CCCC2,6%,-2%,i,4%,-2%,
COc1cccc(NC(=O)C(=O)N2CCOCC2)c1,-1%,-6%,5.8%,-4%,4%,
O=C(CSc1ncnc2ccccc12)NCc1ccco1,23%,-17%,1.1%,-3%,7%,
CP(C)(=O)CCP(=O)(c1ccccc1)c1ccccc1,-3%,4%,0.4%,-2%,-1%,
Cc1ccc(-c2nc(CSCC(=O)NCC3CCCO3)c(C)o2)cc1 (stereo not given),14%,-5%,7.8%,5%,2%,
CCOC(=O)c1ccccc1NC(=O)CSc1nccn1C,8%,23%,i,3%,1%,
COc1cccc(C(=O)OCC(=O)Nc2cc(C)c(C)cc2[N+](=O)[O-])c1,62%,2%,1.2%,6%,-2%,
CNc1ccc([N+](=O)[O-])cc1-c1nc2ccccc2[nH]c1=O,12%,14%,i,0%,14%,
C[C@H](NC(=O)c1ccccc1Cl)C(=O)OCCOc1cccc(Cl)c1,u,-14%,2.9%,67%,-1%,
CC(=O)N1CCN(c2ccc(S(=O)(=O)NCCN(C(C)C)C(C)C)cc2[N+](=O)[O-])CC1,-5%,-5%,i,-7%,-1%,
N#CC[C@H](c1ccccc1)N1CCN(Cc2ccccc2)CCC1=O,2%,3%,0.4%,-9%,-37%,
c1ccc(-c2nc(C3CCCCC3)c3ccccc3n2)cc1,1%,-5%,i,47%,10%,
Cc1onc(-c2c(Cl)cccc2Cl)c1C(=O)N1CCc2ccccc21,26%,0%,i,-5%,-2%,
NC(=O)C1(c2ccccc2)CCC(=O)N1c1ccccc1 (stereo not given),-16%,7%,6.0%,-5%,2%,
COc1ccc2c(=O)c(-c3ccccc3)coc2c1,x,-5%,1.7%,1%,-10%,
O=C(O)c1ccc2c(=O)n3c(nc2c1)/C(=C/c1cccc(Cl)c1Cl)CCCC3,4%,-2%,0.0%,7%,-5%,
O=C(NCCCN1CCc2ccccc2C1)Nc1ccc(Cl)cc1,30%,0%,i,0%,1%,
O=[N+]([O-])c1cccc(Nc2nc(Cl)nc(Cl)n2)c1,5%,-10%,0.4%,-4%,-9%,
CC(C)c1c(C(=O)N/N=C/c2ccc(OCc3ccccc3)cc2)nnn1-c1nonc1N,4%,-10%,2.3%,2%,-3%,
CCCNC(=O)CCn1cc(-c2ccc(OC)cc2)nc1CCN,17%,5%,i,2%,-6%,VEEV TC-83 Vero 10K pilot screen=0.6
COc1ccc(CCC(=O)N2CCN(S(=O)(=O)c3cccs3)CC2)cc1,x,-8%,3.5%,x,x,
c1ccc(-c2cnc(-c3cccnc3)o2)cc1,-2%,-3%,6.5%,1%,6%,
O=C1NCCN(Cc2ccoc2)C1CC(=O)N(CCO)Cc1ccccc1 (stereo not given),-9%,-16%,0.9%,0%,-1%,
COc1ccc(Nc2oc(COc3cccc(C)c3)nc2C#N)cc1,13%,10%,2.0%,-2%,-4%,
Cc1ccc(C)c(OCc2nnc(N)s2)c1,-12%,-15%,0.7%,3%,0%,
CC(C(=O)N(C1CC1)C1(C(=O)Nc2ccccc2)CCCC1)N1C(=O)c2ccccc2C1=O (stereo not given),4%,-1%,i,0%,-2%,VEEV TC-83 Vero 10K pilot screen=0.4
Cc1cc(OCC(=O)NCC2CCC(C(=O)O)CC2)c2c(C)c(Cc3ccccc3)c(=O)oc2c1 (stereo not given),-3%,-1%,0.6%,-1%,10%,
COc1cccc(CC(=O)n2nc(N)c3cc4ccc(OC)cc4nc32)c1,4%,5%,12%,-9%,-4%,
CCOc1ccc(CN2CCN(Cc3cccc4c3OCO4)CC2CCO)cc1 (stereo not given),5%,0%,0.2%,-1%,-3%,
COc1ccc(C(=O)NC2(C(F)(F)F)C(=O)Nc3c2c(=O)[nH]c(=O)n3CCc2ccc(OC)c(OC)c2)cc1 (stereo not given),-18%,-25%,0.4%,-7%,-4%,
COC(=O)c1sccc1NC(=O)Cn1nnc(-c2ccccc2C)n1,28%,-7%,i,2%,9%,
COC(=O)CN(c1ccccc1OC)S(=O)(=O)c1ccccc1,-3%,0%,0.1%,0%,-10%,
CC(C)CNC(=O)c1cccc(NC(=O)C2CCCO2)c1 (stereo not given),-7%,-4%,2.0%,-1%,3%,
Cc1cccc(NC(=O)CCC(=O)NCCO)c1,u,-7%,1.6%,-9%,-1%,
CN1CCN(C(=S)c2cn(CCOc3ccccc3F)c3ccccc23)CC1,43%,21%,0.8%,6%,9%,
COCc1c(C(=O)OCC(=O)N2c3ccccc3CC2C)oc2ccccc12 (stereo not given),27%,15%,1.7%,-5%,-4%,
Cc1cccc(C)c1NS(=O)(=O)c1c(C(=O)N2CCCCC2)c(C)n(C)c1C,1%,1%,5.0%,1%,-8%,
CCCCOC(=O)CSc1nc2c(cc1C#N)C(=O)CC(C)(C)C2,u,4%,3.1%,u,4%,
